FLuc modulator: qHTS profiling assay for firefly luciferase inhibitor/activator using purifed enzyme and Km concentrations of substrates (counterscreen for miR-21 project); AID 588342, 2011; purified FLuc, Km substrates, luminescence inhibition; Luciferin 4-monooxygenase (Photinus pyralis), P08659; Potency, µM (series often up to 57.5 µM), inactives show top-dose activity change, negative = inhibition, actives largely listed as inhibitors; 360,000 tested, 6.9% active;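 further: potency means the concentration at half of the fitted maximal effect; plate controls were vehicle for no effect and reference inhibitor for full effect; nearly all actives have a fitted effect of over 55% in size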
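Purified P. pyralis luciferase, 10 nM final, with Km-level 10 uM D-luciferin and 10 uM ATP in 50 mM Tris acetate pH 7.5, 10 mM Mg acetate, 0.01% Tween-20, 0.05% BSA; 6-point qHTS titration about 60 µM downward; luminescence read.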
Giardia kill: Small Molecules that selectively kill Giardia lamblia: qHTS; Giardia lamblia trophozoite viability; activity change, % at 7.66 µM, hits read low; 340,000 tested, 0.15% active; AID 540267, 2011; in the data active means activity change below about -80%; inconclusive means between about -30% and that limit;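 further: parasites exposed to compound for two days anaerobically before the ATP read; on the % scale 0 is the no-effect control and ±100 the full control effect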
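Giardia lamblia trophozoites (100 cells/well) were incubated with compounds for 48 h at 37 deg C under anaerobic conditions. Viability was read as ATP content by one-step luminescence after 15-30 min at room temperature.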
Gal4-VP16 FLuc: VP16 counterscreen qHTS for inhibitors of ROR gamma transcriptional activity | Drosophila S2 Gal4-VP16 UAS-luciferase, luminescence, 20 h | Potency, µM (series often up to 53.6 µM), without a hit: top-dose activity, negative = inhibition, actives largely listed as inhibitors | 310,000 tested, 3.5% active | AID 2546, 2010;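 further: Gal4-VP16 expression switched on by copper sulfate through the metallothionein promoter; potency means the concentration at half of the fitted maximal effect; on the % scale 0 is the no-effect control and ±100 the full control effect; nearly all actives have a fitted effect of over 50% in size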
Rab9 prom act: qHTS Assay for Rab9 Promoter Activators | AID 485297, 2010 | Potency, µM (series often up to 9.22 µM), for inactives: top-dose activation, negative = inhibition, most hits filed as activators | 320,000 tested, 2.8% active | Huh7 Rab9 promoter-luciferase reporter, luminescence, 24 h; further: potency means the concentration at half of the fitted maximal effect; % of control where 0% means no effect; nearly all actives have a fitted effect of over 60% in size
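Using Huh7 cells stably transfected with Rab9 promoter–luciferase, compounds were incubated 24 h at 37 °C, 5% CO2; luciferase luminescence was read 10 min after reagent addition.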
ELG1 genotox: qHTS screen for small molecules that induce genotoxicity in human embryonic kidney (HEK293T) cells expressing luciferase-tagged ELG1; HEK293T ELG1-luciferase reporter, luminescence, 16 h; AID 504466, 2011; Potency, µM (series often up to 46 µM), for the others: at the highest dose activity change, positive = activation, usual class: activators; 330,000 tested, 1.3% active; further: potency means the concentration at half of the fitted maximal effect; % of control where 0% means no effect; nearly all actives have a fitted effect of over 60% in size
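16 hr compound incubation (37 °C, 5% CO2) of HEK293T cells carrying luciferase-tagged ELG1; luciferase then measured by ONE-Glo luminescence after 30 min at RT.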
PKM2 act: qHTS Assay for Activators of Human Muscle isoform 2 Pyruvate Kinase. Pyruvate kinase PKM (Homo sapiens), P14618. purified PKM2, Kinase-Glo ATP luminescence, activation; response scale: 0% is enzyme alone, no compound. Potency, µM (doses to about 57.5 µM), without a hit: at the top dose activation, hits mostly activators. 260,000 tested, 0.34% active; further: potency means the concentration at half of the fitted maximal effect; on the % scale 0 is the no-effect control and ±100 the full control effect; nearly all actives have a fitted effect of over 55% in size
Target sequence (P14618 whole entry, looked up, canonical isoform): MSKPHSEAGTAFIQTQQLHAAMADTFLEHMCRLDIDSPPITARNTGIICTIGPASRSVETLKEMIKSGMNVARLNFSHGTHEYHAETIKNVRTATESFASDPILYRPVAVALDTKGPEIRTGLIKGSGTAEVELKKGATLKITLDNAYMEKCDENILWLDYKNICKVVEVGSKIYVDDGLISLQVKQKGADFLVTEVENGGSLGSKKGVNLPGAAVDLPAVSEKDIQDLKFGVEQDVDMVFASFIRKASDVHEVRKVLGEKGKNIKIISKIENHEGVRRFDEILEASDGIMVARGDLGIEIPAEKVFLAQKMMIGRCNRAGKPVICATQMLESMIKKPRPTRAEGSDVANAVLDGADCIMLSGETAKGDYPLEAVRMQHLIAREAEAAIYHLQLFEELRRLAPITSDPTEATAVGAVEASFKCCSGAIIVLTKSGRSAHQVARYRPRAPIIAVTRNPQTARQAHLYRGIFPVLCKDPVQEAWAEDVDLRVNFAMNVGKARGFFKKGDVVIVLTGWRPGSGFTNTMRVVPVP
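ATP formation by purified human PK-M2, quantified via coupled luciferase luminescence after 1 h at room temperature with 0.1 mM ADP and 0.5 mM PEP final.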
Menin MLL FP TR: qHTS Assay for Inhibitors Targeting the Menin-MLL Interaction in MLL Related Leukemias: Competition With Texas Red Labeled MLL-derived Mutant Peptide | Menin + Texas Red MLL mutant peptide, fluorescence polarization | Potency, µM (top dose mostly 61.6 µM), for the others: at the top dose FP activity change, negative = inhibition, actives largely listed as inhibitors | 270,000 tested, 0.23% active | AID 1768, 2009; active means well fitted inhibition curve with a large enough effect in the polarisation, with a control signal flat, not every such curve was filed as active; inconclusive means small, poorly fitted or top-dose-only effect, or effect the other way, or a change in a side signal; inactive means no such curve, though single readings can be large or run the other way; the % refers to the polarisation; further: potency means the concentration at half of the fitted maximal effect; % of control where 0% means no effect; many of its hits are not listed in these tables
p53 reactivation: qHTS assay for re-activators of p53 using a Luc reporter; H1299 p53-A138V BP100-luciferase reporter, luminescence, 24 h; Potency, µM (highest dose often 92.2 µM), for the others: top-dose activity change, positive = activation, usual class: activators; 320,000 tested, 0.063% active; further: potency means the concentration at half of the fitted maximal effect; % of control where 0% means no effect; nearly all actives have a fitted effect of over 45% in size
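p53-null H1299 cells stably carrying temperature-sensitive p53-A138V and a BP100-luciferase reporter were pinned with compounds (4-point, 1:5 series) and held 24 hrs at 37 deg C. Luminescence was read 10 min after detection reagent.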
BRCA1 expr up: qHTS Assay to Identify Small Molecule Activators of BRCA1 Expression; Potency, µM (doses to about 46.1 µM), inactives show top-dose activation, usual class: activators; 380,000 tested, 1.1% active; MCF7-BRCA1-FFLuc reporter, luminescence, 48 h; response scale: scaled: vehicle 0%, 10 µM genistein 100%; AID 624202, 2012; further: potency means the concentration at half of the fitted maximal effect; nearly all actives have a fitted effect of over 80% in size; some results filed as inactive show a strong effect at the top dose
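First, MCF7-BRCA1-FFLuc cells (2000/well) attach for 2 h; next, compounds are pin-added and incubated 48 h at 37 °C; finally, luciferase reagent is added and luminescence read after 15 min.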
RORgamma inh: qHTS for inhibitors of ROR gamma transcriptional activity; Nuclear receptor ROR-gamma (Mus musculus), P51450; Drosophila S2 Gal4-RORgamma UAS-luciferase reporter, 20 h; Potency, µM (doses to about 53.6 µM), without a hit: top-dose activity change, negative = inhibition, usual class: inhibitors; 310,000 tested, 5.4% active; AID 2551, 2010; further: potency means the concentration at half of the fitted maximal effect; on the % scale 0 is the no-effect control and ±100 the full control effect; nearly all actives have a fitted effect of over 60% in size
Target sequence (P51450 whole entry, looked up, the tested form may be a part): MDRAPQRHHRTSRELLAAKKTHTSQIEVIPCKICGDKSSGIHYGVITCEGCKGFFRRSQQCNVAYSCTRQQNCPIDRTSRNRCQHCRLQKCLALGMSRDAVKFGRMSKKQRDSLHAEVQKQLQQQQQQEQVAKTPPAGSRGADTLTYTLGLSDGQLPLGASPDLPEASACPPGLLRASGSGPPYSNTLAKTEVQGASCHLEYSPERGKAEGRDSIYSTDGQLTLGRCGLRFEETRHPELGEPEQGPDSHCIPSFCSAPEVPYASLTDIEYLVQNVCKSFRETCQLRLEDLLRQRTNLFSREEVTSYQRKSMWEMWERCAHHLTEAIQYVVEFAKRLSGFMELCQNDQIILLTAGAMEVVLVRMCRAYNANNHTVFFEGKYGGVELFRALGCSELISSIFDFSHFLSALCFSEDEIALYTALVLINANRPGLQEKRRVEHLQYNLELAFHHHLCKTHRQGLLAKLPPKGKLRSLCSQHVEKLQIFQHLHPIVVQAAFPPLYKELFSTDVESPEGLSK
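Schneider cells (Drosophila), stable Gal4 DBD–ROR gamma + UAS-luc; 1 hr cmpd preincubation; Cu2+ induction 700 uM final; 20 hr ambient; luminescence.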
NPC1 prom act: qHTS Assay for NPC1 Promoter Activators. Huh7 NPC1 promoter luciferase reporter, 24 h. Potency, µM (doses to about 9.22 µM), inactives show at the highest dose activation, usual class: activators. 320,000 tested, 2.4% active;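 further: potency means the concentration at half of the fitted maximal effect; % of control where 0% means no effect; nearly all actives have a fitted effect of over 60% in size; reporter is driven by a mutant NPC1 promoter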
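Readout is luciferase luminescence, reflecting NPC1 promoter activation in stably transfected Huh7 cells after 24 h compound exposure at 37 °C in reduced-serum medium with 10% FBS.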
* hit, by the source's call; ? = inconclusive; . = not tested or not shown; [ ] = remark or other dose. Unless noted, the call rests on the fitted dose curve; in most records, active means well fitted curve in the direction sought with a large enough effect; inconclusive means small, poorly fitted or top-dose-only effect, or another doubt; inactive means no such curve, though single readings can be large; an effect the other way counts as inactive or inconclusive. Only part of the results is shown; count on the stated rates, not on these rows.

SMILES	FLuc modulator	Giardia kill	Gal4-VP16 FLuc	Rab9 prom act	ELG1 genotox	PKM2 act	Menin MLL FP TR	p53 reactivation	BRCA1 expr up	RORgamma inh	NPC1 prom act
O=C(O)CC1S/C(=N\N=C2\C(=O)Nc3ccccc32)N(c2ccc(O)cc2)C1=O (stereo not drawn)	-16%	-12	8%	-5%	0%	.	25%	12%	-21%	-22%	-1%
O=C(Nc1ccc(Oc2cccc3ccccc23)cc1)c1ccco1	24µM*	5	?	13%	?	8%	?	-2%	-36%	?	4%
O=C(NCC1CCCN1S(=O)(=O)c1cccs1)C(=O)Nc1cccc(F)c1 (stereo not drawn)	?	-6	.	3%	2%	.	.	7%	45%	.	10%
CCOC(=O)CSc1nc2ccccc2c(=O)n1CCCCCC(=O)NCc1ccco1	2%	-1	2%	-2%	-4%	2%	-29%	-11%	-1%	42%	-6%
CN1CCN(/N=C/c2cccc(Cl)c2Cl)CC1	?	6	11%	13%	7%	0%	-3%	?	?	8%	9%
O=c1cc(CN2CCN(C/C=C/c3ccccc3)CC2)c2cc(O)ccc2o1	3%	1	-4%	-9%	-2%	1%	6%	-35%[inhibitor]	-32%	34%	-7%
N=C1C(c2nc(-c3ccc(F)cc3)cs2)=C(O)CN1Cc1ccc(Cl)cc1	2%	3	?	-3%	13%	3%	?	-3%	-41%	-9%	-3%
COc1ccc(Cn2c(SCC(=O)NCc3ccco3)nc3ccsc3c2=O)cc1	0%	6	13%	-3%	6%	-1%	4%	1%	2%	-43%	-6%
Cc1cccc(NC(=O)CCC(=O)OCC(=O)c2ccc(Oc3ccc([N+](=O)[O-])cc3)cc2)c1	-2%	-19	-6%	-9%	1%	-1%	18%	2%	14%	20%	-5%
CCOc1ccc(NC(=O)CN(C)C(=O)c2ccc(COc3ccccc3)cc2)cc1OCC	0%	-4	.	1%	1%	.	.	3%	-13%	.	-1%
COC(=O)c1ccc(Cn2nc(C)c(Cl)c2C)o1	-3%	-6	-11%	-9%	2%	-6%	2%	-6%	10%	-9%	7%
C=CCOCC(O)Cn1c(N2CCCC2)nc2c1c(=O)[nH]c(=O)n2C (stereo not drawn)	-2%	-2	.	3%	1%	-1%	-18%	.	-1%	.	2%
O=C(Nc1cc(Cl)ccc1Cl)c1cc(-c2ccco2)on1	0%	-4	-1%	3%	14%	0%	0%	6%	-54%	-16%	25%
COc1ccc(NC(=O)c2cc3c(=O)n4ccccc4nc3n2C)cc1OC	1%	53[activator]	-10%	12%	-1%	-3%	-14%	-1%	0%	11%	-5%
Cc1cccc(NC(=S)NCc2ccc(F)cc2)c1C	-1%	22	5µM*	-4%	-2%	-1%	-24%	.	1%	3.5µM*	-2%
Cc1cc(NC(=O)CSc2cn(CC(=O)N(C(C)C)C(C)C)c3ccccc23)no1	0%	6	1%	1%	-5%[9.26 µM]	.	-29%	6%	-6%	-12%	-1%
O=C(Nc1cccc(F)c1)c1ccc(-c2ccccc2Cl)o1	9.5µM*	10	?	-2%	?	5%	?	?	-34%	?	-2%
Cn1ncc(N2CCN(C(=O)c3ccc(Cl)cc3)CC2)c(Cl)c1=O	-1%	-11	-1%	1%	7%	-4%	-9%	7%	-14%	21%	2%
O=C(Cc1cccc2ccccc12)NCCC1=CCCCC1	-3%	-11	-2%	0%	-3%	2%	9%	-3%	-20%	11%[10 µM]	-6%
O=C1/C(=C\c2ccc(C(F)(F)F)cc2)CSc2sccc21	?	-5	5%	14%	0%	0%	.	-2%	36%	40%	5%
Cc1ccc(S(=O)(=O)N2CCC(NC(=O)c3cccc(C)c3)CC2)cc1	2%	-4	-3%	0%	2%	-1%	?	2%	-7%	20%	-2%
Fc1ccc(/C=N/Nc2nc(-c3cccnc3)nc3ccccc23)cc1	2.1µM*	-1	-22%	?	5%	9%	.	2%	0%	-44%	20%
COc1cc(C2SCC(=O)N2c2nnc(C34CC5CC(CC(C5)C3)C4)s2)cc(OC)c1OC (stereo not drawn)	3%	12	-13%	-10%	-1%	0%	3%	-1%	-7%	-15%	-2%
O=C(COC(=O)/C=C/c1ccc(S(=O)(=O)N2CCc3ccccc32)cc1)NC1CCS(=O)(=O)C1 (stereo not drawn)	7%	5	-13%	-1%	0%	14%	?	-4%	1%	44%	-4%
CC(C)N(C(=O)CSc1ccc(S(=O)(=O)N2CCCCC2)cn1)C(C)C	-1%	5	.	1%	-1%	.	.	-9%	-25%	.	-3%
NC(=O)c1cc(NC(=O)CCc2nc3ccccc3s2)cc(C(N)=O)c1	-3%	2	6%	-1%	2%	.	2%	0%	-16%	3%	-3%
NS(=O)(=O)c1ccc(N2N=C(c3ccccc3)CC2c2cccc(F)c2)cc1 (stereo not drawn)	-4%	-18	-14%	-7%	-3%	-1%	-4%	1%	-43%	38%	2%
CCCSc1nnc(-c2cnn(-c3ccccc3)c2-n2cccc2)n1C	1%	-19	?	-3%	-9%	-3%	-8%	1%	-20%	11%	-1%
CCC/C=N/NC(=O)c1ccccc1O	?	-11	-81%	3%	0%	-3%	-2%	4%	36%	10µM*	1%
CCOc1ccc(C(C(=O)NCC2CCCO2)N(CCc2cccc(C)c2)C(=O)c2snc(C(N)=O)c2N)cc1 (stereo not drawn)	1%	-1	-6%	-1%	-10%	4%	1%	-14%	-35%	39%	-4%
Cc1ccc(-c2nc(CS(=O)(=O)CC(=O)NCCCN(Cc3ccccc3)C(C)C)c(C)o2)cc1	-2%	1	6%	-4%	-5%	.	-13%	-3%	-3%	10%	-7%
O=C(N/N=C/c1ccc(Cl)cc1Cl)C1CCN(c2ncc(C(F)(F)F)cc2Cl)CC1	-1%	.	4%	1%	-1%	-13%	6%	1%	.	-9%	0%
CC(C)Oc1ccc(S(=O)(=O)N2CCCCC2)cc1NC(=O)C1CCCC1	4%	-16	.	5%	0%	.	.	-7%	-34%	.	-1%
COc1ccc(CCNCC(O)Cn2c3ccccc3c3ccccc32)cc1OC (stereo not drawn)	0%	-5	?	0%	2%	9%	-18%	-11%	-96%[inhibitor]	?	-13%
O=C1Nc2ccccc2C1=Nc1ccc(S(=O)(=O)Nc2nccs2)cc1	4%	-2	-8%	3%	-1%	2%	4%	-1%	-34%	-8%	-1%
O=C(NNc1ncccc1-n1cccc1)c1ccc(Cl)cc1	1%	9	?	1%	0%	8%	.	0%	-12%	?	-3%
C/C(N=Nc1nc2ccccc2s1)=N\Nc1ccccc1O	-14%	?	-4%	-4%	0%	-1%	.	-1%	-66%	8.9µM*	28%
O=C(CC1C(=O)NCCN1Cc1ccoc1)NCc1cccc(OC(F)(F)F)c1 (stereo not drawn)	-2%	-8	0%	-7%	1%	5%	.	-1%	-21%	-12%	-4%
COc1ccccc1-c1nnc(SCc2nc3ccccc3s2)n1C	?	24	15%	24%	4%	0%	?	15%	18%	16%	20%
CCOC(=O)c1c(C)[nH]c(C(=O)COC(=O)C2CC(=O)N(Cc3ccccc3)C2)c1C (stereo not drawn)	3%	-3	8%	2%	?	-4%	1%	-1%	-1%	25%	-4%
Cc1ccc(/C(N)=N/OC(=O)CN(C)S(=O)(=O)c2ccc(C)cc2)cc1	-6%	5	0%	0%	-2%	-4%	.	21%	0%	13%	-1%
CCOc1ccc(Cn2cc(F)c(=O)[nH]c2=O)cc1	-1%	-27	1%	12%	3%	1%	.	-4%	15%	6%	0%
Cc1ccc(C(=O)OCc2cc3ccccc3[nH]c2=O)cc1	3%	-2	-5%	-5%	2%	-1%	-12%	16%	1%	-12%	0%
Cc1cccc(C(=O)N/N=C/c2ccncc2)c1	?	-3	5%	-7%	8%	-7%	-10%	7%	3%[1.84 µM]	-9%	3%
O=C(Nc1nnc(-c2ccc(F)cc2)o1)c1cccc([N+](=O)[O-])c1	?	?	0.79µM*	-35%[inhibitor]	12%	-1%	?	16%	-63%	0.4µM*	-9%
O=C(CSc1ncccn1)NC(=O)c1ccccc1	-7%	-17	-6%	15%	-4%	2%	-14%	-3%	-3%	-21%	-2%
